# RAD52 anneal inh = inhibitors of human RAD52 DNA annealing. inhibition, % at 18.7 µM. recombinant RAD52 DNA annealing, FRET fluorescence. AID 651710. hit rate 0.46% among 360,000;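 active means every replicate showing at least 50% inhibition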
# Target sequence (P43351 whole entry, looked up): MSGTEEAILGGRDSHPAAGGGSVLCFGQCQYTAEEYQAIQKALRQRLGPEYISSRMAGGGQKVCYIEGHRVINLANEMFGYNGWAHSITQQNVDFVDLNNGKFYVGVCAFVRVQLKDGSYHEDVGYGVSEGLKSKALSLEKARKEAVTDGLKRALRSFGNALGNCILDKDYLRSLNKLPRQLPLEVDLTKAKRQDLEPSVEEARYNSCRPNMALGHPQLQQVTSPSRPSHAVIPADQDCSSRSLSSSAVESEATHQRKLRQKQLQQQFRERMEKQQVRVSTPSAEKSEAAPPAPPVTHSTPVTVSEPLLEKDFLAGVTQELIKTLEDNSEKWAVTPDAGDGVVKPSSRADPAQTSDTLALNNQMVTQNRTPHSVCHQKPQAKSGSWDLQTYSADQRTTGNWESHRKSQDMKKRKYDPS
# ARNT TACC3 PPI = disruptors of human ARNT/TACC3 interaction. AlphaScreen His-ARNT PAS-B/GST-TACC3 binding, luminescence; TACC3 fragment carries E629A point mutation. AID 623870. inhibition, % at 9.99 µM. hit rate 0.66% among 390,000. Q9Y6A5;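 active means mean inhibition of replicates at least 50% and at least half of replicates each reaching 50%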;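 further: 0% = complete ARNT plus TACC3 wells and 100% = ARNT alone without TACC3; many hits fall short of the cut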
# F508del corr = CFTR F508del correction in bronchial cells. CFBE cells, YFP halide quenching; stimulated with forskolin plus potentiator P3; % fluorescence drop versus neutral controls. activity (quench increase), % at 7.58 µM. hit rate 0.36% among 350,000. AID 720511;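 active means mean added fluorescence quench of at least 8% versus neutral control, with both replicates also reaching 8%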;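 further: cells transiently co-express mutant CFTR-F508del with the halide-sensitive YFP; corrector assay measuring rescue of mutant channel to the surface after 24 h compound exposure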
# esBAF inh = SWI/SNF esBAF complex inhibition. hit rate 2% among 350,000. reporter increase, % at 12.5 µM. mouse ES cells, Bmi1-luciferase knock-in reporter, 24 h; 100% = twice the neutral-well signal. AID 602393; in the data active means activation above about 40%;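 further: 0% = median of the plate's neutral control wells and 100% = double that signal; a rise in the Bmi1 reporter signal indicates esBAF inhibition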
# ERAP1 HTS inh = ERAP1 (human) enzyme inhibition | Q9NZ08 | recombinant ERAP1, Leu-AMC fluorescence, 60 min | inhibition, % at 10.7 µM | hit rate 0.15% among 340,000 | AID 652197;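 active means mean replicate inhibition of at least 30%, or all replicates individually reaching that 30% level; inactive means mean below 30% and not every replicate reaching it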;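 further: 0% = neutral control wells and 100% = L-leucinethiol positive control wells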
# RAD54 inh = blocks human RAD54 Holliday junction branch migration; Q92698; FAM/BHQ fluorescence; inhibition, % at 10.4 µM; hit rate 0.14% among 360,000; AID 602329;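 active means mean normalized replicate activity at least 40 and at least half of replicates scoring 40 or more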;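 further: 0% = median of neutral control wells and 100% = median of positive control wells; inhibitors cause a drop in the FAM fluorescence signal; in these data hits start at about 50%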
# Xi reactivation = X-chromosome reactivation activator | activation, % at 7.58 µM | hit rate 0.055% among 360,000 | XiGFP mouse fibroblasts, % GFP-positive cells imaging, 3 d; cells co-treated with 5-aza-dC sensitizer; scaled so ellipticine positive control = 100%;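 active means mean normalized replicate activation at least 10% and every replicate at or above 10%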;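 further: 0% = median of on-plate neutral control wells and 100% = ellipticine 6 µM median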
#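 material = 68-5-11 XiGFP fibroblast line | medium = DMEM plus 5-aza-dC sensitizer | schedule = 3 days compound exposure | benchmarks = positive control ellipticine, 6 µM final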
# GSIS activator = primary screen for activators of insulin secretion dependent on glucose, INS-1E cells, GLuc reporter luminescence. activation, % at 16.6 µM. INS-1E GLuc reporter insulin secretion, 2-3 h. AID 743287. hit rate 0.61% among 370,000;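 active means lowest replicate activation of at least 40%, so every replicate reaches that level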;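 further: 0% = median of neutral control wells and 100% = median of IBMX positive control wells; some compounds called inactive have numbers as strong as hits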
# The depositor's hits bear a star; · = not tested or not shown; & = joins results of further samples.
# Screens in order – RAD52 anneal inh	ARNT TACC3 PPI	F508del corr	esBAF inh	ERAP1 HTS inh	RAD54 inh	Xi reactivation	GSIS activator
- COc1ccc(Cl)cc1NS(=O)(=O)c1cc(Br)cnc1N
  -5	1	5.4	-4	-7	4	0.2	-9
- Cc1ccccc1-c1nc(CS(=O)(=O)CC(=O)N2CCN(C)CC2)c(C)o1
  -7	4	-2.7	-15	-1	6	0.0	12
- Fc1ccc(-c2nnc(N3CCOCC3)c3ccccc23)cc1F
  -4	-9	2.3	-6	1	·	0.0	100
- CCOC(=O)/C(=C/c1c2ccccc2cc2ccccc12)NC(=O)c1ccccc1
  -14	6	·	-8	2	2	·	0&-15
- CC(OC(=O)/C(C#N)=C/c1ccc(N(C)C)cc1)C(=O)N(C)c1ccccc1 (centres undefined)
  -144	-19	0.3	17	-1	-90	0.0	-3
- COc1cccc(C(=O)N2CCN(C3CCN(Cc4ccccc4)CC3)CC2)c1OC
  -12	5	-1.6	0	-4	·	-0.2	29
- OCCNCc1ccc(OCc2ccc(Cl)cc2Cl)cc1
  13	1	2.7	18	2	·	0.0	20
- NC(=O)c1ccc(NC(=O)CN2C(=O)NC(c3ccccc3)(c3ccccc3)C2=O)cc1
  -10	1	-2.7	-3	0	1	0.0	-17
- C#Cc1cccc(Nc2nc(NCc3ccccc3OC)nc3ccsc23)c1
  -4	·	7.5	-12	-2	-22	0.0	-4
- COc1cccc(CN2[C@H](CO)[C@@H](c3ccccc3)C23CN(C(=O)C2CCOCC2)C3)c1
  -1	·	-1.0	·	-2	·	0.0	2
- CCc1ccccc1NC(=O)C1CCCN(S(=O)(=O)c2ccc3c(c2)CC(C)N3C(C)=O)C1 (centres undefined)
  -3	0	3.6	-2	-3	3	0.2	·
- Cc1nn(C)c(C)c1NC(=O)CC12CC3CC(CC(C3)C1)C2
  -8	-6	-1.0	·	0	·	0.8	-12
- COC(=O)[C@@H]1C[C@H]1[C@@H](NC(=O)c1cc(C)on1)c1ccccc1
  -10	1	1.2	-7	·	7	0.1	10
- CCCc1cc(=O)oc2cc(C)cc(OCC(=O)O)c12
  ·	16	·	-5	·	-16	·	32
- COc1cc(O)c(C(CC(=O)N2CCN(c3ccccc3)CC2)c2cc(OC)c(OC)c(OC)c2)c(OC)c1 (centres undefined)
  ·	-1	1.3	-3	·	3	0.0	-26
- CCc1ccc(NC(=O)CSc2ccc(-c3cccnc3)nn2)cc1
  -11	11	-1.0	-7	-1	-2	0.5	12
- CCOC(=O)CC1C(=O)NCCN1C(=O)c1ccc(Cl)cc1Cl (centres undefined)
  7	-3	-1.2	-3	1	-1	0.1	·
- Cc1occc1C(=O)NNC(=O)c1nn(C)c(=O)c2ccccc12
  -10	2	-0.2	·	-1	·	0.6	-2
- CN(C)CCCOc1ccc(-c2cccc3nncn23)cn1
  -7	·	3.0	-1	-1	-7	0.2	·
- CCOc1ccc(NC(=O)CC2C(=O)N(c3cccc(OC)c3)C(=O)N2CCOC)cc1 (centres undefined)
  6	-6	-0.3	-5	1	2	0.0	8
- Cc1noc(C)c1S(=O)(=O)N(C)C[C@H]1Oc2c(NS(=O)(=O)c3cn(C)cn3)cccc2C(=O)N([C@H](C)CO)C[C@@H]1C
  -8&8	1	-3.9&6.3	-8&0	-1&-3	-3&-6	0.2&-0.3	1&-5
- NC(=O)c1cccnc1Oc1cccc(Cl)c1
  ·	2	·	-15	·	6	·	29
- CCCCc1nc(SCC(=O)N2CCCC2)c2c(=O)n(C)c(=O)n(C)c2n1
  -11	·	1.6	-6	0	-6	0.1	-9
- COc1cc(OC)cc(C(=O)NNC(=O)C2CSC3(C)CCC(=O)N23)c1 (centres undefined)
  1	0	2.1	0	-2	-14	0.3	-6
- CSc1ccc(-c2ccco2)nn1
  6	-9	-0.1	·	-2	·	0.0	-10
- Cc1cc(S(=O)(=O)Nc2ccc(C(=O)NCCCN3CCCC3=O)cc2)ccc1F
  -2	-4	-1.6	·	3	·	0.7	-16
- CCOC(=O)C1=C(COC(=O)/C=C/c2ccco2)NC(=O)NC1C (centres undefined)
  -13	-17	1.4	·	3	-14	0.0	28
- Cc1csc(/C(C#N)=N/O)n1
  -8	2	2.2	2	-2	-2	·	-2
- COc1ccc(S(=O)(=O)N2CCCCCC2)cc1Br
  -16	-3	-4.4	·	-4	1	0.4	6
- N/C(=N\OCC(=O)Nc1ccc(F)c(Cl)c1)c1ccccc1
  -7	·	-0.1	4	4	1	0.1	-26
- Cc1ccc(NC(=O)C(C)Sc2nc3nc(C)cc(C)n3n2)cc1 (centres undefined)
  -19	-1	-1.6	7	-1	1	-0.1	2
- Cc1cc(=O)[nH]c(N2CCCCC2)n1
  1	-3	-2.3	-9	-2	-3	0.2	26
- CCCN(C)C[C@@H]1OCCCC[C@@H](C)Oc2ccc(NS(=O)(=O)c3c(C)noc3C)cc2C(=O)N([C@@H](C)CO)C[C@@H]1C
  5	12	0.8	0	-14	8	0.2	15
- COc1ccccc1/C(O)=C(\C#N)c1nc2ccccc2[nH]1
  -10	·	2.2	·	-3	·	0.0	13
- Cc1cc(OCc2cc(C(=O)N(C)C3CCOC3)no2)cc(C)c1Cl (centres undefined)
  -1	4	0.3	83*	5	-5	0.0	-23
- CC(NCC(O)COc1ccc(Br)cc1)c1ccccc1 (centres undefined)
  10	3	3.0	2	-5	14	0.3	-10
- COc1ccc(-c2c(C(=O)O)nc3ccccc3c2C(=O)O)cc1
  ·	-7	·	-1	·	-9	·	0
- Cc1ccc(CN(C)C(=O)CN2C(=O)NC3(CCCc4ccccc43)C2=O)c(C)c1 (centres undefined)
  -3	3	-0.2	4	3	0	0.1	·
- Cc1cccc(-c2ccc3[nH]c4c(c3c2)CCN2C[C@H]3[C@H](C)ON(C)[C@H]3C[C@@H]42)c1
  60*	·	1.2	-6	8	0	0.5	13
- CC1Cc2ccccc2N1C(=O)CSc1ccccc1 (centres undefined)
  ·	-6	·	18	·	-2	·	23
- CC1CCCN(C(=O)Cn2nnc(-c3ccc(F)cc3)n2)C1 (centres undefined)
  -10	16	3.3	-4	0	·	0.0	-12
- O=C(NNc1nc2ccccc2s1)Nc1ccc(Cl)c(Cl)c1
  0	1	-0.8	·	·	·	0.1	-33
- COC(=O)C1C(O)=C(C=Nc2ccc3ccccc3c2)C(=O)CC1(C)C (centres undefined)
  -11	-7	-3.3	·	-7	-15	0.3	29
- CSc1ccccc1-n1nnnc1SCc1ccccc1
  -3	-3	·	2	-2	-3	·	8
- CC(=O)c1cccc(-c2csc(N3CCC(C(N)=O)CC3)n2)c1
  5	13	-4.0	-3	2	-18	0.2	·
- CC(=O)c1cccc(NC(=O)COc2ccc(S(=O)(=O)N3CCCCC3)cc2)c1
  ·	6	·	5	·	0	·	-2
- O=[N+]([O-])c1cccc(S(=O)(=O)N/N=C/c2ccc(O)cc2)c1
  -6	-1	-0.8	·	-2	·	0.0	10
- O=C(CCC(=O)Nc1ccccc1Cl)N/N=C1\CCCc2ccccc21
  -4	-3	·	·	0	4	0.2	·
- COc1ccccc1S(=O)(=O)N[C@H]1C=C[C@H](CC(=O)N2CCOCC2)O[C@H]1CO
  7	-1	-1.1	-4	4	-5	0.6	14
- Cc1cccc(N(CC(=O)NC2CCCC2)C(=O)c2c(C)noc2C)c1
  ·	-7	·	-5	·	-6	·	54
- Cc1ccc(S(=O)(=O)Nc2cccc3c2O[C@H](CN(C)Cc2ccc(Cl)c(Cl)c2)[C@@H](C)CN([C@H](C)CO)C3=O)cc1
  3	-11	1.3	-3	0	-4	0.4	-12
- CCN1CCN(C(c2cccs2)C(C)NC(=O)c2ccccc2F)CC1 (centres undefined)
  -21	11	-0.3	-7	-3	10	·	12
- COC(=O)[C@@H]1[C@@H](C)N(Cc2ccccc2)C(=O)N[C@H]1c1ccccc1
  ·	6	1.5	11	·	2	0.0	3
- CC(=O)Nc1ccc(SCC(=O)N2CCN(S(=O)(=O)c3ccccc3)CC2)cc1
  3	-6	-2.0	-5	0	-3	0.4	3
- CN(CCc1ccccn1)C(=O)CCC1CCCN(C(=O)c2n[nH]c3c2CCCC3)C1 (centres undefined)
  -2	8	-2.1	·	-7	·	0.0	0
- O=C(NC1C2CC3CC(C2)CC1C3)c1ccc(Br)o1 (centres undefined)
  -2	1	-1.1	2	3	0	0.0	2
- CCCN(CC(=O)Nc1ccccc1C)C(=O)c1ccc(OCC(=O)N2CCOCC2)c(OCC)c1
  -3	-3	-0.5	4	0	5	0.3	15
- Cc1ccc(C)c(NC(=O)C(NCC(C)(C)N2CCOCC2)c2ccccc2)c1 (centres undefined)
  -14	0	-0.1	-17	16	-11	0.1	·
- COc1ccc(/C=N/NC(=O)c2cccc(S(=O)(=O)N3CCCC3)c2)cc1O
  4	·	2.9	-6	-3	5	-0.1	-4
- Cc1cc(C)nc(NNS(=O)(=O)c2c(C)cc(C(C)(C)C)cc2C)n1
  -9	0	-0.2	-3	-7	-2	-0.1	12

# Another view of part of the listing above.
smiles,RAD52 anneal inh,ARNT TACC3 PPI,F508del corr,esBAF inh,ERAP1 HTS inh,RAD54 inh,Xi reactivation,GSIS activator
COc1cc(OC)cc(C(=O)NNC(=O)C2CSC3(C)CCC(=O)N23)c1 (centres undefined),1,0,2.1,0,-2,-14,0.3,-6
CCOC(=O)/C(=C/c1c2ccccc2cc2ccccc12)NC(=O)c1ccccc1,-14,6,·,-8,2,2,·,0&-15

# Other entries follow.
# Screens in order – RAD52 anneal inh	ARNT TACC3 PPI	F508del corr	esBAF inh	ERAP1 HTS inh	RAD54 inh	Xi reactivation	GSIS activator
- O=C(CCc1nnc(CCCCc2ccccc2)o1)NCCn1cccn1
  3	·	-2.6	·	-4	·	0.0	-2
- CCNc1nc(=S)nc(NC(C)C)[nH]1
  -8	-1	·	·	7	·	0.1	19
- O=S(=O)(N/N=C\C=C\c1ccccc1)c1ccccc1
  -5	-1	0.1	7	6	-3	·	-4
- Cc1cccc(-c2nc(Nc3ccc(N4CCOCC4)cc3)c3ccccc3n2)c1
  ·	4	·	·	·	-6	-0.1	-33
- COCCNC(=O)C[C@@H]1C=C[C@@H](NS(=O)(=O)c2ccc(C)cc2)[C@@H](CO)O1
  9	-5	-3.7	0	4	-2	-0.1	20
- C[C@@H]1CN([C@H](C)CO)C(=O)c2cc(NC(=O)C3CCCCC3)ccc2O[C@@H](C)CCCCO[C@@H]1CN(C)Cc1ccncc1
  -14	7	2.9	3	0	30	0.1	-8
- Cc1ccc(S(=O)(=O)N(C)C)cc1NC(=O)C(C)OC(=O)/C=C/c1cccs1 (centres undefined)
  -12	26	-0.5	3	2	3	0.0	13
- CO[C@H]1CN(C)C(=O)c2cc(NC(=O)C3CCOCC3)ccc2OC[C@@H](C)N(Cc2nccs2)C[C@@H]1C
  -1	-9	0.5	-1	3	-3	-0.4	7
- Cc1ccsc1C(=O)OCC(=O)N1CCc2ccccc2C1
  -18	4	3.0	57*	1	-2	0.3	6
- COc1ccc(S(=O)(=O)N(C)C[C@H]2Oc3c(NC(=O)Nc4cccc5ccccc45)cccc3C(=O)N([C@@H](C)CO)C[C@@H]2C)cc1
  -2	-4	3.0	3	0	4	0.1	7
- CCOc1ccc(Br)cc1S(=O)(=O)Nc1ncn[nH]1
  -17	4	5.7	-3	0	4	-0.1	-16
- O=C(C1CCC1)N1CC(=O)N2[C@H](C1)[C@@H](c1ccc(-c3ccccc3F)cc1)[C@@H]2CO
  -9	·	1.3	·	-1	·	0.1	-3
- O=C(C[C@H]1C=C[C@@H](NC(=O)Nc2ccccc2F)[C@H](CO)O1)NCc1ccccc1
  10	·	0.5	·	1	·	-0.2	0
- O=C(C[C@@H]1C=C[C@@H](NS(=O)(=O)c2ccc(F)cc2)[C@H](CO)O1)NCc1ccccc1F
  -10	·	1.3	·	0	·	0.5	3

# Source: PubChem BioAssay (Broad Institute)
